Rin1-Abl PPI inh: inhibitors of Rin1-Abl protein binding, primary screen, biochemical, TR-FRET | Tyrosine-protein kinase ABL1 (Homo sapiens) + Ras and Rab interactor 1 (Homo sapiens), … | inhibition, % at 7.35 µM | actives 0.4% (n = 360,000) | AID 588664, 2011; in the data active means inhibition above about 5%, passing the limit was not always enough
Scp-1 inhibitor: Scp-1 phosphatase inhibitors, primary screen, biochemical, colorimetric, uHTS; AID 493091, 2011; Recombinant Scp1, phosphopeptide, malachite green phosphate absorbance; Carboxy-terminal domain RNA polymerase II polypeptide A small phosphatase 1 (Homo …; actives 0.88% (n = 340,000); inhibition, % at 20 µM;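 active means inhibition above about 50% at 20 µM, limit read from the data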;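 further: plate controls were DMSO wells with enzyme for no effect and wells lacking enzyme for full effect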
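Test system: SCP-1 phosphatase catalytic domain, residues 76-261 | Compound dosing: One concentration, 20 µM, with 1.0% DMSO | Schedule: 45 min room-temperature reaction, 5 min colour, 30 min stabiliser | Detection: Absorbance at 630 nm | Read-out basis: % inhibition of SCP-1 phosphate liberation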
Rpn11 block: Rpn11 (PSMD14) deubiquitinase inhibitors, primary screen, biochemical, fluorescence polarization, uHTS | actives 0.59% (n = 360,000) | human 26S proteasome, Ub4-pepOG fluorescence polarization; 20S core pre-blocked with epoxomicin | AID 588493, 2011 | calls only at 20 µM | 26S proteasome non-ATPase regulatory subunit 14 (Homo sapiens), O00487;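 active means inhibition at 20 µM, scaled to each plate's controls, above about 33%, limit read from the data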
SUMO1-SIM PPI: modulators of SUMO1 protein-protein interactions, primary screen, biochemical, uHTS | Small ubiquitin-related modifier 1 (Homo sapiens), P63165 | SUMO1 binding to a labelled peptide, TR-FRET, 1 h | inhibition, % at 20 µM | actives 0.33% (n = 360,000); in the data active means inhibition above about 37%
DNMT1 inh: human DNMT1 methyltransferase inhibitors, primary screen, biochemical, molecular beacon, fluorescence, HinP1I cleavage, uHTS; DNA (cytosine-5)-methyltransferase 1 (Homo sapiens), P26358; inhibition (reported as % activation of signal), % at 10 µM; actives 0.83% (n = 360,000); AID 588458, 2011; in the data active means inhibition above about 50%
STEP inh: STEP phosphatase inhibitors, primary screen, biochemical, fluorescence intensity, uHTS; recombinant STEP, OMFP fluorogenic substrate; inhibition, % at 20 µM; actives 0.25% (n = 360,000); AID 588621, 2011;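 active means inhibition at 20 µM, scaled per plate between control wells, above about 37%, limit read from the data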;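 further: 0% = DMSO with enzyme and substrate and 100% = substrate only without enzyme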
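medium = Bis-Tris buffer pH 6.0, 2.5 mM DTT, 0.005% Tween 20 | test system = STEP (striatal-enriched tyrosine phosphatase) enzyme, cell-free | measure = normalized % inhibition | compound dosing = 20 µM, 1% DMSO | also added = 25 µM OMFP | schedule = reaction 20 min, ambient temperature | measured by = fluorescence read at 480 nm ex / 540 nm em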
LMPTP inh: LMPTP phosphatase inhibitors, primary screen, biochemical, fluorescence intensity, uHTS. Low molecular weight phosphotyrosine protein phosphatase (Homo sapiens), P24666. recombinant LMPTP-A, OMFP fluorogenic substrate. inhibition, % at 20 µM. actives 0.22% (n = 360,000). AID 651560, 2012;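 active means compounds that cut the enzyme signal by at least half of the control window in the single-dose screen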;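 further: plate controls were DMSO wells with enzyme plus substrate for no effect and substrate without enzyme for full effect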
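Test system – LMPTP-A phosphatase enzyme · Quantity – 0.625 nM LMPTP-A final · Reagent – OMFP substrate, 400 µM final · Dosing – one test concentration per compound, 20 µM, with 3% DMSO overall · Timing – 50 min enzyme reaction at room temperature, protected from light · Detection – fluorescence intensity · Controls – substrate-only low control, DMSO enzyme-plus-substrate high control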
CSN deneddyl inh: inhibitors of CSN-mediated cullin deneddylation, primary screen, biochemical, fluorescence polarization, uHTS | actives 0.38% (n = 360,000) | inhibition, % at 12.5 µM | COP9 signalosome complex subunit 5 (Homo sapiens), Q92905 | Purified CSN, SCF-Nedd8-OG deneddylation;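 active means pattern-corrected inhibition above about 35%, with an unprinted fluorescence ratio check between 0.5 and 1.5, limit read from the data, passing the limit was not always enough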;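 further: 0% = enzyme with substrate and 100% = substrate without enzyme; some results filed as inactive read as strong as hits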
Target sequence (Q92905 whole entry, looked up, one chain of several): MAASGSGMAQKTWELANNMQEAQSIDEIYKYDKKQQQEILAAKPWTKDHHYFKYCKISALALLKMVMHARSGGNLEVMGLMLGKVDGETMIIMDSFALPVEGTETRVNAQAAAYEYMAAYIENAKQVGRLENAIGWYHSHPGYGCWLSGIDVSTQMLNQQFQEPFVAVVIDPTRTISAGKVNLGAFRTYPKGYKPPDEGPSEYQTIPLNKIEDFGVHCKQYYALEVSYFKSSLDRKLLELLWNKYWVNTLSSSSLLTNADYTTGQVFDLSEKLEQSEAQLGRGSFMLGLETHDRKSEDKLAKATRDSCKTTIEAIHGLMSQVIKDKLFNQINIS
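assay system = purified human Csn5 enzyme expressed in HEK293T cells | amount = 0.24 nM enzyme | buffer or medium = Tris/NaCl/DTT buffer, pH 7.5 | reagent = 10 nM SCFSkp2-Nedd8OG | compound = one concentration, 12.5 µM, 0.25% DMSO | times = 90 min reaction at room temperature | signal = FP | read-out basis = % inhibition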
NadD inh: inhibitors of S. aureus NadD, primary screen, biochemical, colorimetric, uHTS; Nicotinate-nucleotide adenylyltransferase NadD (Staphylococcus aureus N315); AID 602399, 2012; purified NadD enzyme, colorimetric absorbance read-out; actives 0.78% (n = 360,000); inhibition, % at 20 µM; in the data active means inhibition above about 26%; further: some compounds past the cut are filed as inactive
Neddylation inh: inhibitors of cullin neddylation, primary screen, biochemical, TR-FRET, uHTS, NAE and Ubc12; calls only at 25 µM; NEDD8-conjugating enzyme Ubc12 (Homo sapiens) + NEDD8-activating enzyme E1 regulatory …; actives 0.58% (n = 360,000); in the data active means inhibition above about 36%
Target sequence (P61081 whole entry, looked up): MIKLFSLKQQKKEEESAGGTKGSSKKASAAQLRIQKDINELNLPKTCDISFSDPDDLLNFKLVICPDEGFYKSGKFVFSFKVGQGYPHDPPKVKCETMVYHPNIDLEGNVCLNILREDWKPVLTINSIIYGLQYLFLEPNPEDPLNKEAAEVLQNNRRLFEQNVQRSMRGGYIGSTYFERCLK
Target sequence (Q13564 whole entry, looked up): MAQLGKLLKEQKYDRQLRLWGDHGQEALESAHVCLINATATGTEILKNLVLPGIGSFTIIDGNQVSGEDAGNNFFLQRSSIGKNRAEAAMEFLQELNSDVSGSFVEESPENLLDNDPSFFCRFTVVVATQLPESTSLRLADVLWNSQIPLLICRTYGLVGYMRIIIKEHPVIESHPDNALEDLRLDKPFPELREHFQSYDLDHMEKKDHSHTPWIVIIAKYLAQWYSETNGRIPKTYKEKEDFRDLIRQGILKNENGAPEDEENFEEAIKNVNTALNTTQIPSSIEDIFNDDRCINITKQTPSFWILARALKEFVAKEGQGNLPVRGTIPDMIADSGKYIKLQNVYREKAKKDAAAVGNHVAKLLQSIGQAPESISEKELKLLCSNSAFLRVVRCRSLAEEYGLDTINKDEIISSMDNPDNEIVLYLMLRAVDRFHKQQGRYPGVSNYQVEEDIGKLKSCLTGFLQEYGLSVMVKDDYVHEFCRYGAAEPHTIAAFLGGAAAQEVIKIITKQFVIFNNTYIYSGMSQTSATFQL
Starred values were filed as active, the others as inactive; i = inactive; . = not tested or not shown.

structure | Rin1-Abl PPI inh | Scp-1 inhibitor | Rpn11 block | SUMO1-SIM PPI | DNMT1 inh | STEP inh | LMPTP inh | CSN deneddyl inh | NadD inh | Neddylation inh
O=C(Nc1ccccc1)Nc1cccn(Cc2c(F)cccc2Cl)c1=O | -2 | -11 | i | -4 | -21 | 1 | 2.1 | 6 | -6 | i
COc1ccc(S(=O)(=O)NCC2CCCN(Cc3cn(C)nc3C)C2)cc1 (stereo not drawn) | 1 | -6 | i | 2 | 4 | 1 | 0.1 | 3 | -7 | i
O=C(c1cccs1)N1CCN(C2CCCCC2)CC1 | 2 | -13 | i | 1 | -1 | -6 | -0.7 | -1 | 7 | i
Nn1c(COc2ccccc2F)nnc1SCC(=O)NC1CCS(=O)(=O)C1 (stereo not drawn) | 1 | -7 | i | 4 | 0 | -2 | -0.2 | 3 | -2 | i
Cc1ccc(OCC(=O)NNC(=O)Cn2c(=O)cnc3ccccc32)cc1 | 1 | -3 | i | 5 | 4 | 1 | -1.0 | 3 | -2 | i
COc1ccc(NC(=O)c2cc(OC)c(OC)c(OC)c2)cc1S(=O)(=O)N1CCCCC1 | -2 | 15 | i | 10 | 0 | -4 | 0.3 | 0 | 1 | i
C[C@@H]1CN([C@H](C)CO)C(=O)c2cc(Br)cnc2O[C@H]1CN(C)Cc1ccccc1 | -2 | . | i | 1 | 1 | 1 | -2.4 | 2 | 1 | i
COC(=O)c1c(NC(C)=O)sc2c1CCCC2 | -3 | -6 | i | 3 | 3 | 6 | 1.6 | -4 | 0 | i
O=C(NNc1ccc(F)cc1F)C1CCC1 | 2 | -4 | i | 7 | -1 | -2 | -1.5 | -6 | -5 | i
O=C(OCC(=O)c1c[nH]c2ccccc12)c1cc2ccccc2cc1O | 3 | -17 | i | 0 | -16 | -3 | 1.7 | 13 | 8 | i
Cn1c2c(c(=O)n(C)c1=O)CN(CCc1ccccc1)CN2 | 2 | -4 | i | 0 | 0 | -3 | -1.2 | -3 | 3 | i
Cc1ccc(CN2CCN(CC(C)C)C(CCO)C2)s1 (stereo not drawn) | -2 | -1 | i | 0 | 1 | -1 | 0.6 | -2 | 4 | i
CC(C)Cn1c(SCC(=O)Nc2ccc3[nH]c(=O)[nH]c3c2)nc2ccccc2c1=O | 2 | -5 | i | 15 | 1 | 0 | 0.4 | 5 | 9 | i
Cc1c(C(=O)NNC(=O)c2csc(N3CCOCC3)n2)oc2ccccc12 | -1 | 25 | i | -1 | 4 | 1 | -1.0 | -1 | 7 | i
CCN(CC)Cc1nc2c(c(=O)[nH]1)C1(CCCCC1)Cc1ccccc1-2 | 0 | -1 | i | 1 | 8 | -1 | 1.9 | 5 | 2 | i
C/C(=N\N1C(=O)c2ccccc2C1=O)c1cccc([N+](=O)[O-])c1 | 2 | -5 | i | -21 | 7 | -4 | -1.0 | -14 | -6 | i
COc1cccc(C(=O)OCCN2C(=O)c3ccccc3C2=O)c1OC | -2 | -6 | i | -9 | 3 | 2 | -1.4 | 0 | -5 | i
CCOc1cc(C(=O)NCc2ccco2)cc(OCC)c1OCC | 0 | -7 | i | 0 | 0 | -1 | 0.1 | 3 | -3 | i
CCc1ccccc1NC(=O)c1cc(C)no1 | 0 | -7 | i | -6 | -2 | -1 | -1.1 | -1 | -5 | i
Cc1cccc(C(=O)Nc2ccnc(-c3cccnc3)n2)c1 | 1 | -1 | i | 1 | -5 | -2 | 0.6 | -4 | -4 | i
COC(=O)[C@]12CCCCC=C1N(Cc1ccccc1)C(=O)[C@H](CC(=O)N1CCN(C(=O)c3ccco3)CC1)C2 | . | . | . | 7 | . | . | -2.1 | -2 | 0 | i
CCc1cc(C(=O)Nc2ccccc2N2CCOCC2)sc1C | 0 | -5 | i | 2 | -1 | 2 | 0.2 | 0 | -3 | i
COCCCn1c(O)c(/C=C2\N=C(C#N)C(=Nc3ccc(C)cc3)O2)sc1=S | 1 | -7 | . | -15 | -19 | -4 | 3.4 | 20 | 11 | i
Cc1csc(NC(=O)c2cccnc2Cl)n1 | -3 | 0 | i | -2 | -5 | -1 | -1.0 | 0 | -3 | i
CN1C(=O)c2cccc3c(S(=O)(=O)N4CCCC4C(=O)O)ccc1c23 (stereo not drawn) | 1 | 3 | i | -6 | 2 | 12 | -1.2 | 2 | -3 | .

Sorted by count of non-hydrogen atoms (low to high): part of the list above.
structure | Rin1-Abl PPI inh | Scp-1 inhibitor | Rpn11 block | SUMO1-SIM PPI | DNMT1 inh | STEP inh | LMPTP inh | CSN deneddyl inh | NadD inh | Neddylation inh
O=C(c1cccs1)N1CCN(C2CCCCC2)CC1 | 2 | -13 | i | 1 | -1 | -6 | -0.7 | -1 | 7 | i
Cc1ccc(CN2CCN(CC(C)C)C(CCO)C2)s1 (stereo not drawn) | -2 | -1 | i | 0 | 1 | -1 | 0.6 | -2 | 4 | i
Cn1c2c(c(=O)n(C)c1=O)CN(CCc1ccccc1)CN2 | 2 | -4 | i | 0 | 0 | -3 | -1.2 | -3 | 3 | i
O=C(Nc1ccccc1)Nc1cccn(Cc2c(F)cccc2Cl)c1=O | -2 | -11 | i | -4 | -21 | 1 | 2.1 | 6 | -6 | i
Nn1c(COc2ccccc2F)nnc1SCC(=O)NC1CCS(=O)(=O)C1 (stereo not drawn) | 1 | -7 | i | 4 | 0 | -2 | -0.2 | 3 | -2 | i
COc1ccc(NC(=O)c2cc(OC)c(OC)c(OC)c2)cc1S(=O)(=O)N1CCCCC1 | -2 | 15 | i | 10 | 0 | -4 | 0.3 | 0 | 1 | i

Following part:
compound	Rin1-Abl PPI inh	Scp-1 inhibitor	Rpn11 block	SUMO1-SIM PPI	DNMT1 inh	STEP inh	LMPTP inh	CSN deneddyl inh	NadD inh	Neddylation inh
CC(C)Oc1cccc(C(=O)C2CCCN(C(=O)c3ccccn3)C2)c1 (stereo not drawn)	-1	-3	i	0	1	-3	0.1	1	-3	i
CCCN1CCN(C(=O)Cn2cnc3ccc(S(=O)(=O)N4CCC(C)CC4)cc3c2=O)CC1	1	-1	i	-2	-1	1	-1.4	-14	-7	i
CN1C(C(=O)NCc2cccc(Br)c2)CC2Cn3c(nc4ccccc43)C21 (stereo not drawn)	0	-10	i	-4	1	-1	-0.1	-1	-1	i
O=C(NCc1nc2ccccc2[nH]1)C1=C[C@H](c2ccccc2)C[C@H](OCc2ccc(CO)cc2)O1	3	1	i	-1	-8	-1	0.8	1	11	i
C/C(=N/NC(=O)c1nnn(-c2nonc2N)c1COc1ccccc1)c1ccc(O)cc1	2	15	i	5	-2	-2	0.9	1	11	i
N#Cc1cc([N+](=O)[O-])ccc1NC(=O)COC(=O)CN1C(=O)C2CCCCC2C1=O (stereo not drawn)	0	-8	i	-29	8	-3	0.0	-5	2	i
O=C(NC1CCCC1)C1CCN(c2cnccn2)CC1	4	2	i	0	0	1	0.7	2	-6	i
COC(=O)[C@H](C)NC(=O)Nc1ccccc1F	1	-4	i	3	6	-1	-0.2	2	-3	i
COc1cccc(CN(C)C[C@H]2OCc3cnnn3CCCC(=O)N([C@H](C)CO)C[C@@H]2C)c1	-1	.	i	-2	0	2	-1.2	-1	-1	i
CCN(CCn1cccn1)C(=O)CC1C(=O)NCCN1Cc1ccc(F)cc1 (stereo not drawn)	2	-1	i	2	-10	-2	-3.2	-16	5	i
CCOC(=O)c1c(C)[nH]c(C(=O)NCCN2CCOCC2)c1C	4	-2	i	2	1	-2	0.0	-1	2	i
Cc1cc(O)c(C=Nc2cccc(Cl)c2)c(=O)o1	-1	-16	i	-3	2	-3	-1.9	7	-4	i

More results follow.
compound	Rin1-Abl PPI inh	Scp-1 inhibitor	Rpn11 block	SUMO1-SIM PPI	DNMT1 inh	STEP inh	LMPTP inh	CSN deneddyl inh	NadD inh	Neddylation inh
COc1ccccc1Nc1nc(N)nc(CN2CCCCCC2)n1	-2	-2	i	8	-9	0	1.4	0	26	i
CCC1(c2ccc(OC)cc2)NC(=O)N(CC(=O)c2ccc3c(c2)OCCO3)C1=O (stereo not drawn)	2	-8	i	1	0	-4	-0.3	0	-7	i
Cc1cc(C)nc(NC(=O)c2ccc(Br)s2)n1	2	6	i	1	-1	-4	-1.2	-3	0	i
CCC(C)(C)NC(=O)CN(C(=O)CNS(=O)(=O)c1ccccc1)c1ccc2c(c1)OCCO2	4	-5	i	-2	3	0	-0.3	1	-3	i
Cc1cc(N=Nc2ccc(Cl)cc2)cc(CN2CCOCC2)c1O	-1	-11	i	-15	8	1	1.2	5	-2	i
COC(=O)[C@@]12C[C@@H](CC(=O)N3CCN(C(=O)c4ccco4)CC3)C(=O)N(CCc3ccc(OC)c(OC)c3)C1=CCC(C)(C)C2	.	.	.	0	.	.	0.0	2	.	i
COCCCN1C2=C(C(=O)CC(C)(C)C2)C(c2ccc(OC)c(OC)c2)C2=C1CC(C)(C)CC2=O	3	-1	i	-2	1	0	-1.0	-1	6	i
COC(=O)c1ccccc1NC(=O)COC(=O)CSc1nnc(N)s1	-2	-6	i	10	-3	-3	0.1	2	10	i
Cc1ccc(OCc2n[nH]c(=S)n2N)cc1C	2	-10	i	3	2	-1	-1.3	-10	-2	i
COc1cc(Cl)ccc1NC(=O)COc1ccccc1C(=O)NN	1	2	i	0	-2	-2	0.5	0	-1	i
CC(C)c1ccccc1OCCNC(=O)c1cncc(Br)c1	0	-16	i	-4	2	0	0.0	-7	-4	i
O=C(c1ccccc1)c1cc(-c2ccccc2)on1	-3	-5	i	-3	-10	2	0.9	0	0	i
Cc1ccc(N2CCN(CC(O)COc3cccc4ccccc34)CC2)cc1 (stereo not drawn)	3	-2	i	0	2	2	3.0	-2	-6	i
COC(=O)c1ccc(C(=O)OC)c(NC(=O)C2CCCO2)c1 (stereo not drawn)	-1	-3	i	-2	-5	2	-2.1	-4	-3	i

High-throughput results (PubChem BioAssay)
